PAD4 inh = human PAD4 inhibitors, primary screen, biochemical, fluorescence polarization, 1536-well format; inhibition, % at 6.36 µM; 0.41% of 330,000 active; recombinant PAD4, RCA probe fluorescence polarization; Protein-arginine deiminase type-4 (Homo sapiens), Q9UM07;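 active = percent inhibition above a cutoff equal to the mean of all tested compounds plus 3 SD, cut at about 15% in these data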;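 note: 0% = PAD4 with RCA probe and DMSO and 100% = probe without PAD4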
PREPL inhibitor = PREPL enzyme inhibitors, primary screen, biochemical, fluorescence polarization; Prolyl endopeptidase-like (Homo sapiens), Q4J6C6; recombinant PREPL, fluorescence polarization activity-based probe; inhibition, % at 5.96 µM; 0.68% of 320,000 active; in the data active = inhibition above about 43%;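 note: 0% = enzyme with DMSO and 100% = wells lacking enzyme; many of its hits are not listed in these tables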
PAFAH1B3 FP inh = PAFAH1B3 enzyme inhibitors, primary screen, biochemical, fluorescence polarization, human | 0.28% of 340,000 active | inhibition, % at 3.39 µM | recombinant PAFAH1B3, FP-rhodamine probe;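 active = inhibition above the screen-wide average of all tested compounds plus 3 SD, cut at about 25% in these data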;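 note: 0% = enzyme with DMSO only and 100% = wells lacking PAFAH1B3 protein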
Target sequence (Q15102 whole entry, looked up): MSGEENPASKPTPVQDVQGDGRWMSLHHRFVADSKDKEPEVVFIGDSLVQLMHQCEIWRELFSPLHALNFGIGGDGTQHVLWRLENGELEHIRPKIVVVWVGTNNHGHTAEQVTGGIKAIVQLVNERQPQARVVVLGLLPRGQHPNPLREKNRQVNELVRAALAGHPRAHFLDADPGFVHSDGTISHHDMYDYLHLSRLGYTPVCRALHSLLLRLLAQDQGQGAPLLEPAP
PAFAH2 inh = PAFAH2 enzyme inhibitors, primary screen, biochemical, fluorescence polarization, human; inhibition, % at 3.39 µM; 0.99% of 340,000 active; AID 492956, 2010; recombinant PAFAH2, FP-rhodamine activity probe; Platelet-activating factor acetylhydrolase 2, cytoplasmic (Homo sapiens), Q99487;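 active = inhibition above the mean over all tested compounds plus 3 SD, cut at about 30% in these data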;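 note: inhibitors block probe labeling of enzyme so polarization drops; 0% = enzyme with DMSO and 100% = wells lacking PAFAH2 protein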
LYPLA1 inh = LYPLA1 inhibitors, primary screen, counter-screen for PME1 inhibitor project, biochemical, fluorescence polarization, FP-Rh probe ABPP; inhibition, % at 5.9 µM; 0.16% of 320,000 active; AID 2174, 2009; Acyl-protein thioesterase 1 (Homo sapiens), O75608; recombinant LYPLA1;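 active = inhibition above the mean of all tested compounds plus 3 SD, set per campaign, cut at about 14% in these data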;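 note: inhibitors block serine hydrolase probe labeling of LYPLA1 so polarization falls; 0% = enzyme with DMSO and 100% = wells lacking LYPLA1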
PAFAH1B2 FP inh = PAFAH1B2 enzyme inhibitors, primary screen, biochemical, fluorescence polarization, human. Platelet-activating factor acetylhydrolase IB subunit alpha2 (Homo sapiens), P68402. recombinant PAFAH1B2, FP-rhodamine activity probe. inhibition, % at 3.39 µM. 1.2% of 340,000 active. AID 492953, 2010;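 active = inhibition above the mean of all tested compounds plus 3 SD, cut at about 24% in these data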;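 note: 0% = enzyme with DMSO and 100% = wells lacking PAFAH1B2; many of its hits are not listed in these tables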
Target sequence (P68402 whole entry, looked up): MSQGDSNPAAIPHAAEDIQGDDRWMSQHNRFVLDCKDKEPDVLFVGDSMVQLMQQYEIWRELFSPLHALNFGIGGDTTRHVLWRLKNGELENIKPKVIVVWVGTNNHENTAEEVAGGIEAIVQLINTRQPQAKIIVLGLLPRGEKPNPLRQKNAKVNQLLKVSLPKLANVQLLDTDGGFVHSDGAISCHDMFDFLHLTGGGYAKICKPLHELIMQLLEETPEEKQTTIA
GSTO1 inh = inhibitors of recombinant GSTO1, primary screen, counter-screen for RBBP9 inhibitor project, biochemical, fluorescence polarization; Glutathione S-transferase omega-1 (Homo sapiens), P78417; activity-based probe fluorescence polarization; inhibition, % at 5.96 µM; 1.1% of 300,000 active; AID 1974, 2009;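 active = inhibition above the campaign mean inhibition plus 3 SD, cut at about 35% in these data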;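 note: 0% = GSTO1-1 with DMSO and 100% = wells lacking GSTO1-1 enzyme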
Target sequence (P78417 whole entry, looked up): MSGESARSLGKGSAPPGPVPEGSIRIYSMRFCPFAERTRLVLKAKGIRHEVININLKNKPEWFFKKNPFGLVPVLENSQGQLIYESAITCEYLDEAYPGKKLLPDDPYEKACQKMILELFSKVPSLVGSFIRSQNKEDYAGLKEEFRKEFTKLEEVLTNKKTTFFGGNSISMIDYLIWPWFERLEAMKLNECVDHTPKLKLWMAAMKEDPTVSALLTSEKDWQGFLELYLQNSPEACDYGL
LYPLA2 inh = LYPLA2 inhibitors, primary screen, counter-screen for PME1 inhibitor project, biochemical, fluorescence polarization, FP-Rh probe ABPP; recombinant LYPLA2; inhibition, % at 5.9 µM; 0.38% of 320,000 active; AID 2177, 2009;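 active = inhibition above the screen-wide mean plus 3 SD, limit set per campaign, cut at about 26% in these data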;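 note: 0% = LYPLA2 with DMSO and 100% = wells lacking LYPLA2 enzyme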
Target sequence (O95372 whole entry, looked up): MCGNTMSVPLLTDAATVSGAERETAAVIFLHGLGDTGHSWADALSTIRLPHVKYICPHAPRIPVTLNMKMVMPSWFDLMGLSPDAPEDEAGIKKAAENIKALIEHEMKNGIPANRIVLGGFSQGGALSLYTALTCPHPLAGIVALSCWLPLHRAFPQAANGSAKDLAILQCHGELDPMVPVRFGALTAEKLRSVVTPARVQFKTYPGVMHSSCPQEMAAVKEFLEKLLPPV
pPAFAH inh = pPAFAH enzyme inhibitors, primary screen, biochemical, fluorescence polarization, human. recombinant pPAFAH, FP-rhodamine probe fluorescence polarization. 1.5% of 330,000 active. inhibition, % at 3.39 µM;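 active = inhibition above the mean inhibition across the screen plus 3 SD, cut at about 25% in these data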;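 note: inhibitors block binding of the rhodamine activity-based probe so polarization drops; 0% = enzyme with DMSO and 100% = wells lacking pPAFAH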
The depositor's hits bear a star; · = no result given; & = joins results of further samples. These rows are one share of the data; rates above refer to the full screens.

Below each compound – PAFAH1B3 FP inh	PREPL inhibitor	PAD4 inh	GSTO1 inh	PAFAH1B2 FP inh	LYPLA2 inh	LYPLA1 inh	PAFAH2 inh	pPAFAH inh
1. CNC(=O)c1csc(-c2ccccc2)n1
 : 10	-6	2	-5	4	-1	1	-5	20
2. COc1ccc(C(=O)C2CCCN(C(=O)c3ccc4cc[nH]c4c3)C2)c(C)c1 (stereo unspecified)
 : 3	5	-3	3	5	0	1	4	3
3. O=C(Cc1ccccc1)NCC(=O)N1CCCCCC1
 : 4	-7	3	1	8	7	4	3	-3
4. CCc1ccc(-c2cc(C)no2)cc1S(=O)(=O)N1CCOc2ccccc21
 : 1	8	-8	-1	-1	2	-1	7	2
5. CCOC(=O)COn1c(=O)c(-c2ccc(OC)cc2)[n+]([O-])c2ccccc21
 : 11	11	-6	12	5	5	-1	-1	10
6. CCCCCCOc1ccc(/C=C/C(=O)N2CCOCC2)cc1OC
 : 10	17	1	11	1	0	0	5	22
7. N#C/C(=N\O)c1nc2ccccc2[nH]1
 : -9	7	0	6	-1	-7	-4	1	-4
8. CCN(C(=O)COC(=O)c1cccc(S(=O)(=O)N2CCOCC2)c1)C1CCS(=O)(=O)C1 (stereo unspecified)
 : 3	-4	-3	9	2	4	1	6	2
9. Oc1ccc(Nc2ncnc3scc(-c4ccccc4)c23)cc1
 : 2	14	0	2	0	0	-2	8	5
10. C=CCn1cc(C(=O)NCc2ccco2)c(=O)c2cc(S(=O)(=O)N3CCCCCC3)ccc21
 : 1	-11	1	-8	5	1	-4	7	5
11. O=C(CN(C(=O)CCC(=O)Nc1nccs1)c1ccccc1F)NCc1ccc2c(c1)OCO2
 : 0	8	-1	2	1	-3	2	11	2
12. O=C(Nc1ccc(SC(F)F)cc1)C1CC(=O)N(Cc2ccccc2)C1 (stereo unspecified)
 : 9	-1	1	1	2	6	-2	-4	8
13. CCn1cc(C(=O)O)c(=O)c2ccc(C)nc21
 : -3	-19	-1	1	0	-5	-2	3	1
14. NS(=O)(=O)c1ccc(CCNC(=O)C2CCN(c3ncnc4c3nc3n4CCCCC3)CC2)cc1
 : 9	4	-3	2	-1	5	-2	-2	0
15. CCOP(=O)(OCC)c1nc(-c2cccc3ccccc23)oc1N1CCOCC1
 : -3	8	-1	0	1	0	0	-1	7
16. C=CCn1c(SCCC(=O)O)nc2c1c(=O)n(C)c(=O)n2C
 : 3	20	2	0	2	-4	0	2	0
17. O=C(CSc1nnnn1C1CCCCC1)NCc1ccco1
 : 10	-4	-1	-3	-1	0	-3	0	-1
18. Cc1ccc([C@@H]2CC=C(C(=O)O)CN2S(=O)(=O)c2ccc(C)cc2)cc1
 : 14	-2	4	7	29*	-1	-2	-3	5
19. COc1ccc(C2CC(c3cccs3)=NN2C(=O)CSc2nc(=O)n3ccccc3n2)cc1 (stereo unspecified)
 : 3	19	-5	5	-1	-3	2	1	6
20. COCCCNC(=O)c1c(-c2ccccc2)noc1C
 : -3	-3	-1	4	2	-5	-1	-7	1
21. CCOc1ccc(NC(=O)CCN2CCN(c3ccccc3)CC2)cc1
 : 1	17	5	0	2	11	-1	-2	3
22. CCN1CCN(C(=O)C(=O)c2c(C)[nH]c3ccccc23)CC1
 : 5	26	4	-3	4	-1	1	-3	-3
23. CCC(=O)Nc1ccc2ccccc2c1
 : 3	-11	-4	4	-6	-2	-4	-2	1
24. Cc1ccc(NC(=O)COC(=O)c2ccc3c(c2)OCO3)c(C)c1
 : 4	1	1	-6	6	-9	-1	26	6
25. Nn1cnnc1SCC(=O)Nc1ccc2c(c1)OCO2
 : 5	-5	1	5	-1	-3	-1	-6	3
26. CCCCC(=O)N/C(N)=N/c1nc2ccccc2o1
 : -1	11	-1	9	7	-1	2	2	0
27. CCOc1ccc(C(=O)CCC(=O)N2CCN(c3ccc(O)cc3)CC2)cc1
 : 1	11	-10	·	-1	·	·	7	0
28. C/C(=N\N=c1/sc2ccccc2n1C)c1ccc(N2CCOCC2)cc1
 : 3	15	-5	3	7	-2	-1	-7	4
29. O=C(NCc1cccs1)c1cc(S(=O)(=O)N2CCOCC2)ccc1N1CCCC1
 : -7	6	3	·	1	-2	1	6	3
30. Cn1c(=O)cc(SCC(=O)NCC2CCCO2)c2ccccc21 (stereo unspecified)
 : -2	6	0	-2	-3	1	-3	2	-2
31. O=C(Nc1ccc(-c2noc(COc3ccccc3Cl)n2)cc1)c1ccco1
 : -6	-5	-7	-19	-7	-21	-7	-8	-19
32. COCCOc1cc(N2C(=O)CSCC2=O)c(Cl)cc1Cl
 : 6	13	-2	0	0	1	-3	3	4
33. Cc1ccc([C@@H]2[C@@H]3C(=O)N(c4ccccc4)C(=O)[C@@H]3[C@]3(Cc4ccccc4)C(=O)N(CC4CC4)CC(=O)N23)o1
 : 7	-15	3	1	4	-4	3	5	0
34. CN(CC(=O)Nc1ccc(Cl)c(C(F)(F)F)c1)Cc1cc(=O)n2ccsc2n1
 : 8	2	-1	-2	3	-6	-4	5	3
35. COc1ccc(CNC(=O)C(c2ccco2)N(C(=O)c2ccccn2)c2ccccc2)cc1 (stereo unspecified)
 : 4	10	-5	-3	7	-3	-3	1	-2
36. Cc1ccc(/C=N/NC(=O)CNC(=O)Cc2ccccc2)o1
 : 6	12	-3	3	1	4	1	-4	4
37. Cc1c(C(=O)NCC(C)(C)N2CCOCC2)oc2ccccc12
 : 3	2	4	·	0	1	-2	-2	5
38. COc1ccc(-c2cc(C(=O)NC(Cc3cc4ccccc4[nH]3)C(=O)O)c(C)o2)cc1OC (stereo unspecified)
 : 9	-2	-2	2	9	-5	0	-2	5
39. Cn1cnc(C(F)(F)F)c1-c1ccc([N+](=O)[O-])cc1
 : 13	5	-4	-6	0	4	-2	-5	3
40. Oc1[nH]c2ccccc2c1N=Nc1c(F)c(F)c(C(F)(F)F)c(F)c1F
 : 9	-9	-5	-3	3	-4	2	4	1
41. O=C(CNC(=O)c1cccc(OC(F)F)c1)Nc1ccc(Cl)cc1
 : 8	2	-3	-10	4	-7	-1	-11	3
42. CCCCn1c(N)c(N(CCOC)C(=O)COC(=O)COc2c(C)cc(C)cc2C)c(=O)[nH]c1=O
 : 4	0	-4	5	0	6	4	-7	0
43. Cc1ccc(-c2ccc(/C=N/n3cnnc3)o2)cc1
 : 0	-10	-2	9	8	-9	-4	-3	-10
44. CCOC(=O)c1c2c(c(=S)n(-c3ccccc3)c1N)CCC2
 : 2	-1	-6	7	0	2	0	8	11
45. CS/C(=C\[N+](=O)[O-])Nc1ccccc1
 : -1	-4	-1	7	1	-1	1	-1	-3
46. O=C(NC1CCCCC1)c1ccc(N2CCCC2=O)cc1
 : 0	5	5	-2	0	7	-1	1	6
47. CCn1c2ccccc2c2cc(NC(=O)N3CCOCC3)ccc21
 : 7	-4	1	0	0	-5	1	3	-2
48. COc1ccc(/C=C/C(=O)OCC(=O)Nc2ccc(OC)c(S(=O)(=O)N3CCCCC3)c2)cc1
 : -8	6	-2	-7	-8	-22	-13	29	-1
49. O=C(Cn1cnc2c(OCc3ccccc3)ncnc21)NCCN1CCOCC1
 : 6	0	-3	·	4	·	·	2	2
50. COc1ccccc1CNC(=O)C1CCC(CNS(=O)(=O)c2ccc(C)cc2)CC1 (stereo unspecified)
 : 1	2	-2	0	2	15	-2	0	0
51. COc1cccc(C(=O)NC(c2ccccc2)C2CCCC2)c1 (stereo unspecified)
 : 7	-3	-1	-5	12	-6	-4	-6	7
52. Cc1ccc(-c2csc(NC(=O)/C=C/c3ccco3)c2C(=O)O)cc1
 : 3	2	1	2	2	2	-4	18	-12
53. COc1ccc(NC(=O)C(C)N2C(=O)c3ccccc3C2=O)cc1S(=O)(=O)N1CCOCC1 (stereo unspecified)
 : 8	-3	-4	-1	9	0	3	5	4
54. CCC1Nc2ncnc(N3CCCCC3)c2N(Cc2ccc(OC)cc2)C1=O (stereo unspecified)
 : 4	9	-4	·	8	·	·	5	3
55. CSCC[C@H](NC(=O)[C@H](Cc1ccccc1)n1c(=O)[nH]c2ccccc2c1=O)C(=O)N1CCC[C@H]1C(=O)O
 : 7	0	-1	2	0	-2	-2	7	-2
56. OCCCc1nc2n(n1)C(c1cccs1)C=C(c1ccc(Br)cc1)N2 (stereo unspecified)
 : ·	-15	-11	-2	·	-5	-14	·	-1
57. CN=C1SC(CC(=O)NCCc2ccc(OC)c(OC)c2)C(=O)N1C (stereo unspecified)
 : 10&0	-3	-4	-2	7&-2	2	0	1&-3	2
58. CCOc1ccccc1C1C(C(N)=O)=C(C)Nc2nc(CCCO)nn21 (stereo unspecified)
 : -5	-6	2	4	1	-5	2	-4	-5
59. NS(=O)(=O)c1ccc(CCNC(=O)c2cccc(S(=O)(=O)N3CCCC3)c2)cc1
 : -4	7	4	·	4	-1	-4	3	-3
60. Cc1c(C(C)NC(=O)c2cc(COc3cccc4cnccc34)on2)cnn1C (stereo unspecified)
 : 5	-6	-3	2	-2	1	-4	-4	5
61. O=C1NC(=S)N/C1=C\c1cccnc1
 : 2	5	2	0	6	6	2	12	3

Two records picked at random from those above, as already listed:
Below each compound – PAFAH1B3 FP inh	PREPL inhibitor	PAD4 inh	GSTO1 inh	PAFAH1B2 FP inh	LYPLA2 inh	LYPLA1 inh	PAFAH2 inh	pPAFAH inh
21. CCOc1ccc(NC(=O)CCN2CCN(c3ccccc3)CC2)cc1
 : 1	17	5	0	2	11	-1	-2	3
3. O=C(Cc1ccccc1)NCC(=O)N1CCCCCC1
 : 4	-7	3	1	8	7	4	3	-3
